PPARg SRC1 recr = promotes SRC-1 coactivator recruitment by human PPARgamma | PPARgamma-SRC-1 coactivator recruitment biochemical assay | activation, % at 8 µM | 200,000 tested, 0.41% active; in the data active = activation above about 19%;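 also: 0% = DMSO and 100% = reference agonist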
Target sequence (P37231 whole entry, looked up): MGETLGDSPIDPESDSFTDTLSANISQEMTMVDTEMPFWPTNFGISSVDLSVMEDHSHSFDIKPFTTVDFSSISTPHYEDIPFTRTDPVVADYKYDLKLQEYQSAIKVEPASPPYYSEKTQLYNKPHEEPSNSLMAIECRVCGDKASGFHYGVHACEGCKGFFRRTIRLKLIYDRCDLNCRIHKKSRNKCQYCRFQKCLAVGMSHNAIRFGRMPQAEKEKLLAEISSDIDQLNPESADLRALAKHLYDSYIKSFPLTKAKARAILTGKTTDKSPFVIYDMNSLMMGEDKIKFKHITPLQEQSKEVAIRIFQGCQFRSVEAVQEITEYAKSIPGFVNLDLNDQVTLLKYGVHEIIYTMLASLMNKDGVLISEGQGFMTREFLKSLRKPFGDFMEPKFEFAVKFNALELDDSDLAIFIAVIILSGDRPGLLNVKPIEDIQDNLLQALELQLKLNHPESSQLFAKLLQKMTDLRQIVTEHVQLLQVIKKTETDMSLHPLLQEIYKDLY
bIAP inhibitor = blocks bovine intestinal alkaline phosphatase activity | purified bovine IAP, CDP-star luminescence, 30 min | 190,000 tested, under 10 active | inhibition, % at 20 µM;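 active = over 50% inhibition of intestinal alkaline phosphatase at 20 µM in the single-dose screen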
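Incubation: 30 min reaction at room temperature / Material: purified bovine intestinal alkaline phosphatase (IAP) enzyme / Input: enzyme at 1/65,000,000 dilution / Dosing: 20 µM single dose / Signal: CDP-star luminescence signal / Reagent: CDP-star chemiluminescent phosphatase substrate, 30 µM final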
TNAP act hi DEA = activators of human TNAP at high phosphate acceptor concentration; P05186; purified TNAP, CDP-star luminescence, 1 M DEA, 30 min; active compounds read high; 0 = EDTA background, 1 = DMSO-only activity; activation factor at 20 µM; 200,000 tested, under 10 active; AID 1136;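 active = activation factor at least 2 at 20 µM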
Target sequence (P05186 whole entry, looked up): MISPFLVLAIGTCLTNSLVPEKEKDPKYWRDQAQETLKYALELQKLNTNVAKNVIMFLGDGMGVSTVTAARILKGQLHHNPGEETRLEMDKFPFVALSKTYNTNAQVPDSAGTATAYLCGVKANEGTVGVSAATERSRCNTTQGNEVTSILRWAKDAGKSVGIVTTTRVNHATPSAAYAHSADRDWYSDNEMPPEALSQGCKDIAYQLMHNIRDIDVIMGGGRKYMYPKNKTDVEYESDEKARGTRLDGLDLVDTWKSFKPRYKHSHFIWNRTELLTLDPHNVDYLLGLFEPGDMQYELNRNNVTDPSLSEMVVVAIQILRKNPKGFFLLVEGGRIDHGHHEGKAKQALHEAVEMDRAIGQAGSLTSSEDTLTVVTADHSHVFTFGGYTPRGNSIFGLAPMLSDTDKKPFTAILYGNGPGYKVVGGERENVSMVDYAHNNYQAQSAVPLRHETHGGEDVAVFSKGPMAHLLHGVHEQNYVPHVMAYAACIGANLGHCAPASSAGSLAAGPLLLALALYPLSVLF
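Test system – human TNAP · Doses – 20 µM single point · Incubation – 30 min, room temperature · Signal – luminescent substrate turnover signal · Read-out basis – activation factor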
PPARg SRC2 recr = agonists of SRC-2 recruitment by human PPARgamma; P37231; PPARgamma LBD-SRC-2 recruitment, biochemical; activation, % at 8 µM; 200,000 tested, 0.34% active; in the data active = activation above about 22%;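 also: 0% = vehicle and 100% = reference agonist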
PPARg SRC3 recr = agonists of human PPARgamma SRC-3 coactivator recruitment. P37231. biochemical PPARgamma/SRC-3 coactivator recruitment assay. activation, % at 8 µM. 200,000 tested, 0.26% active; in the data active = activation above about 23%;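 also: 0% = DMSO and 100% = reference agonist; some compounds past the cut are filed as inactive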
TNAP inh hi DEA = TNAP (human) inhibition, high acceptor; P05186; purified TNAP, CDP-star luminescence, 1 M DEA; inhibition, % at 20 µM; 200,000 tested, 0.03% active;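 active = over 50% inhibition of tissue-nonspecific alkaline phosphatase at 20 µM in the single-dose screen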;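 also: plate controls were DMSO wells for no effect and EDTA-quenched wells as full inhibition for full effect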
SRC2 TRFRET art = counter-screen for PPARgamma SRC-2 recruitment agonists: TR-FRET artefact; active compounds read high; TR-FRET ratio at 8 µM; 200,000 tested, 0.4% active; AID 1049; in the data active = TR-FRET ratio above about 2000; also: inactives centre near 1500; reference of the scale not given here
TNAP inh noacc = inhibitors of human TNAP without phosphate acceptor; P05186; purified TNAP, CDP-star luminescence, 30 min; inhibition, % at 20 µM; 200,000 tested, 0.26% active; AID 1012;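 active = tissue-nonspecific alkaline phosphatase inhibition above about 50% at 20 µM in the single-dose screen, limit read from the data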;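 also: 0% = DMSO negative control and 100% = EDTA positive control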
Efa HMGR inh = inhibitors of class II HMG-CoA reductase from Enterococcus faecalis; AID 1066; purified E. faecalis HMGR, NADPH absorbance 340 nm kinetic; inhibition, % at 10 µM; 190,000 tested, 0.41% active;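 active = inhibition above a set limit, the median over all tested compounds plus 3 SD, cut at about 9.5% in these data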;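 also: enzyme runs in reverse so mevalonate oxidation gives rising NADPH absorbance; 0% = complete reaction with DMSO and 100% = background rate lacking mevalonate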
bIAP activator = increases bovine intestinal alkaline phosphatase activity. purified bovine IAP, CDP-star luminescence, 30 min; active compounds read high; fold of DMSO-control signal, blank-subtracted. activation factor at 20 µM. 200,000 tested, 0.17% active;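 active = activation factor of 2 or more at 20 µM, a signal rise over negative controls twice the positive control's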
Active calls of the source: *; nt = no result given. The order is random. About 1.6% of those tested had a hit in this group.

SMILES	PPARg SRC1 recr	bIAP inhibitor	TNAP act hi DEA	PPARg SRC2 recr	PPARg SRC3 recr	TNAP inh hi DEA	SRC2 TRFRET art	TNAP inh noacc	Efa HMGR inh	bIAP activator
O=C(NC1CCCCC1)C1CC(=O)N(c2cccc([N+](=O)[O-])c2)C1 (stereo not given)	2	0	1	-12	1	-1	1639	0	2	1
COc1ccc(S(=O)(=O)N2CCCCCC2)cc1Br	0	9	1.1	1	3	-6	1545	-9	3	0.9
CCOC(=O)c1ccc(N2CN(C3CCCCC3)CNC2=S)cc1	0	-11	1.1	-1	-5	-5	1517	6	-1	1.1
C=CCN(CC=C)C(=O)c1ccncc1	2	0	1	11	7	1	1681	-6	-9	1
Cc1nc2sc(C(c3ccccc3)N3CCN(C(=O)c4ccco4)CC3)c(O)n2n1 (stereo not given)	4	16	1	-4	11	0	1603	-6	5	0.8
COc1ccc(NS(=O)(=O)c2cc(NC(=O)CC(=O)c3ccc([N+](=O)[O-])cc3)ccc2C)cc1	2	-11	1	3	4	4	1381	2	5	1.1
COc1cccc(OCC(=O)NNC(=S)Nc2ccc(Cl)cc2Cl)c1	2	-37	1.1	5	1	-6	1622	-114	1	1.4
O=C(Nc1cccc(Cl)c1)Nc1nccs1	4	17	1	-3	-5	0	1528	-2	-6	0.8
CS(=O)(=O)N1CCCC(C(=O)NCCCN2CCc3ccccc3C2)C1 (stereo not given)	-3	0	1	5	-3	-5	1620	-13	4	1
COc1ccc(NC(C)=O)c(C)c1	6	7	1	-3	0	3	1424	6	nt	0.9
Cc1onc(-c2c(F)cccc2Cl)c1C(=O)N1CCOC12CCCCC2	1	-2	1	3	4	-1	1617	-11	5	1
N#Cc1c(-c2ccccc2)nc2n1CCS2	-11	3	1	1	4	0	1409	-3	-3	1
CCCCCCCC(=O)N/N=C/c1ccc(Br)cc1	-4	14	1	-7	-5	-4	1414	-5	-5	0.9
COc1ccc(C)cc1NS(=O)(=O)c1ccc(NS(=O)(=O)c2ccc(NC(C)=O)cc2)cc1	-2	10	1	-2	7	-5	1517	-5	-4	0.9
Cc1noc(C)c1S(=O)(=O)N1CCCC(C(=O)Nc2nccs2)C1 (stereo not given)	7	-2	1	-3	4	-3	1758	-13	-1	1
COc1ccc(OC)c(N2C(=O)CC(Cc3ccc(Cl)cc3)C2=O)c1 (stereo not given)	1	1	1	5	6	-3	1652	-11	0	1
COc1ccc(/C=N/NC(=O)CCCOc2ccc(Cl)cc2Cl)cc1[N+](=O)[O-]	3	3	1	4	12	0	1592	-3	-9	1
O=C(CSc1ccc(-c2ccccn2)nn1)NCc1ccccc1	0	4	1.1	-1	0	-7	1618	-12	-2	1
O=C(COc1ccc(S(=O)(=O)N2CCCC2)cc1Cl)Nc1ccc2c(c1)OCO2	-6	11	1	-5	-3	-5	1293	0	-2	0.9
COCCn1c(SCC(=O)Nc2sccc2C(N)=O)nnc1-c1ccncc1	4	24	1	1	3	-4	1675	-18	1	0.8

4 records picked at random from the list so far:
SMILES	PPARg SRC1 recr	bIAP inhibitor	TNAP act hi DEA	PPARg SRC2 recr	PPARg SRC3 recr	TNAP inh hi DEA	SRC2 TRFRET art	TNAP inh noacc	Efa HMGR inh	bIAP activator
Cc1onc(-c2c(F)cccc2Cl)c1C(=O)N1CCOC12CCCCC2	1	-2	1	3	4	-1	1617	-11	5	1
O=C(Nc1cccc(Cl)c1)Nc1nccs1	4	17	1	-3	-5	0	1528	-2	-6	0.8
CCOC(=O)c1ccc(N2CN(C3CCCCC3)CNC2=S)cc1	0	-11	1.1	-1	-5	-5	1517	6	-1	1.1
COc1ccc(NC(C)=O)c(C)c1	6	7	1	-3	0	3	1424	6	nt	0.9

(further entries)
SMILES	PPARg SRC1 recr	bIAP inhibitor	TNAP act hi DEA	PPARg SRC2 recr	PPARg SRC3 recr	TNAP inh hi DEA	SRC2 TRFRET art	TNAP inh noacc	Efa HMGR inh	bIAP activator
CCOc1ccc(OCCCC(=O)O)cc1	-2	-1	1.1	1	-5	-8	1418	-11	1	1
O=C(COc1ccccc1)Nc1ccc(CSc2ccccc2)cc1	-3	15	1	13	3	-3	1618	-8	-5	0.8
O=C(CN1C(=O)NC2(CCCc3ccccc32)C1=O)Nc1cccc(S(=O)(=O)N2CCCCC2)c1 (stereo not given)	0	0	1	4	1	1	1451	-13	-1	1
COc1ccc(C2NC(=O)c3ccccc3O2)cc1OC (stereo not given)	1	33	1	11	-6	3	1523	-6	-13	0.7
Cc1onc(-c2ccccc2Cl)c1C(=O)NC(=S)Nc1ccccc1C(N)=O	5	9	1	-5	4	-4	1552	-2	-6	0.9
CCCn1c(SC/C(O)=C(\C#N)c2nc3ccccc3[nH]2)n[nH]c1=O	5	-27	1	5	0	-4	1575	21	-2	1.3
O=C(Nc1nc(-c2ccco2)c(-c2ccco2)s1)C1CCC1	11	-1	1	9	12	-1	1761	-8	-5	1
Cc1csc(NC(=O)c2cncc(Br)c2)n1	2	-3	1	-4	-4	-3	1595	-8	-9	1
CCCCN=c1sc(C(=O)OC)cc(=O)n1CCCC	6	-6	1	-3	-1	-3	1942	-8	-3	1.1
CCn1c2ccc(OC)cc2c2nc3ccccc3nc21	3	1	1	14	-8	1	1599	-2	0	1
CC(/C=C/c1ccc2c(c1)OCO2)=N/NC(=O)c1cccnc1	1	2	1	16	-1	4	1609	-33	0	1
CCOC(=O)c1cc2ccccc2n1CCN(CC)CC	0	5	1.1	1	-4	-7	1515	-9	4	0.9
CCOC(=O)C(NC(C)=O)(OCc1ccccc1)C(F)(F)F (stereo not given)	3	2	1	1	0	2	1623	-1	2	1
O=C(CSCc1ccccc1)Nc1ccc(F)cc1F	-8	-9	1.1	5	-3	-5	1573	-17	-2	1.1
COc1ccc(OC)c(NS(=O)(=O)c2ccc(N3CCCC3=O)cc2)c1	0	10	1.1	5	0	-7	1567	-9	2	0.9
CNC(=O)CSc1nnc(-c2cc3c(C)nn(-c4ccccc4)c3s2)n1C	6	nt	nt	3	3	nt	1658	nt	nt	nt
CC(=O)c1ccc(N2CCN(C(=O)c3ccc(Br)cc3)CC2)c(F)c1	-4	-6	1.1	-20	-3	-6	1350	-10	-5	1.1
COc1cccc(CC2(CO)CCCN(Cc3c(C)cc(C)cc3-n3cccn3)C2)c1 (stereo not given)	9	6	1	7	-2	-2	1624	-6	-3	0.9
Cc1nc2ccc(S(=O)(=O)NCC(=O)NCCN3CCCCC3C)cc2s1 (stereo not given)	5	4	1	2	3	2	1388	-3	2	1
O=C(/C=C/c1ccc(OCCCF)cc1)Nc1ccnc(-c2cccnc2)n1	11	0	1.1	5	6	-6	1569	-13	-7	1
O=C(Nc1ccc(Cl)cn1)Nc1ccc(Cl)cn1	3	20	1.1	0	0	-5	1497	-8	-8	0.8
Cc1ccc(Cn2cc(/C=C/C(=O)O)c(-c3ccccc3)n2)cc1	5	3	1	0	2	-3	1780	-6	-13	1
CCOC(=O)/C(N=Nc1sc(C(=O)OCC)c(C)c1C(=O)OCC)=C(\C)O	0	19	0.8	2	2	24	1347	0	-8	0.8
CC1(C)CC(CC(=O)Nc2ccccn2)C(=O)O1 (stereo not given)	-4	11	1	6	14	1	1538	2	1	0.9
O=[N+]([O-])c1cc(CN2CCN(c3ccccc3)CC2)c(O)c2ncccc12	8	-1	0.9	8	1	13	1664	18	-1	1
CC(Sc1ccccc1)C(=O)NN=C1CCCCCC1 (stereo not given)	-1	5	1	-8	1	-3	1561	-10	-9	1
O=C(NCc1ccc(F)cc1)C1CCN(S(=O)(=O)c2ccc3c(c2)OCCCO3)CC1	1	29	1	-3	-1	-4	1494	-8	-2	0.7
N#CCOC(=O)c1sccc1-n1cccc1	8	2	1	-2	2	-3	1552	-12	-3	1
Cn1c(SCC(=O)Nc2ccc(N3CCOCC3)c(Cl)c2)nnc1-c1ccccc1	2	nt	nt	4	-6	nt	1691	nt	nt	nt
COc1ccc(-c2ocnc2C(=O)Nc2ccccc2N2CCCCC2)cc1	8	20	1.1	5	-4	-9	1532	-3	-4	0.8
O=C(CN1CCCCC1)Nc1ccccc1Cl	0	16	1.1	5	5	-7	1402	-12	-6	0.8
CC(=O)Nc1ccc(C(=O)N2CCN(C(=O)c3ccco3)CC2)cc1	14	-3	1	10	4	1	1660	-6	0	1
Nc1nc(SCC(=O)OCc2ccccc2)[nH]c(=O)c1NC(=O)c1ccco1	10	7	1	-1	6	-2	1502	-14	-10	0.9
Cc1ccc(NC(=O)C(=O)N2CCCC2)cc1Cl	2	-12	1	0	2	-1	1578	5	-3	1.1
Cc1cccc(Oc2coc3cc(OC(=O)c4cncc(Br)c4)ccc3c2=O)c1	0	8	1.1	-3	-3	-5	1373	0	-2	0.9
CC1CC(=O)Nc2ccccc2N1S(=O)(=O)c1ccc(Br)cc1 (stereo not given)	2	11	1.1	-2	-2	-5	1618	-10	3	0.9
O=C(CN1CCN(c2nc(-c3ccccc3)cs2)CC1)NNC(=O)c1ccc(Br)cc1	1	4	1.1	2	6	-6	1668	-35	2	1
O=c1[nH]c(=O)n(-c2ccc(F)cc2)c2c1C(C(F)(F)F)(C(F)(F)F)N=C(c1ccc(F)cc1)N2	11	7	1	2	-3	-1	1441	-11	-3	0.9
N#Cc1cc(N)ccc1Sc1ccc(Cl)cc1	4	18	1	6	2	-4	1574	-8	-7	0.8
CCOC(=O)Cn1c(=O)oc2cc(S(=O)(=O)N3CCC(N4CCCCC4)CC3)ccc21	3	8	1.1	-3	4	-11	1839	-17	-7	0.9
Cc1csc(Nc2ccc(Cl)cc2)[n+]1-c1ccc(Cl)cc1	17	47	1	4	4	0	1525	-11	3	0.5
Nc1nnnn1N=C1CCCCC1	1	1	1	-1	1	-5	1579	-11	-4	1
Cn1c(CSCc2ccccc2)nnc1SCC(=O)Nc1ccc(C(=O)O)cc1	3	4	1	-5	0	0	1692	-2	0	1
CCCC(C)NC(=O)COc1ccc(Sc2ccc(OCC(=O)NC(C)CCC)cc2)cc1 (stereo not given)	2	7	1	7	-2	-4	1669	-50	-4	0.9
Cc1nn(CC(=O)Nc2ccc3c(c2)nc2n3CCN(C3CCCCC3)C2)c(=O)c2ccccc12	1	-5	1	12	4	-4	1733	3	-1	1.1
COc1ccc(N2Cc3ccccc3/C2=N\C(=O)Nc2ccccc2)cc1	-2	-5	1.1	-4	-1	-6	1722	-11	-1	1.1

Molecules above that have a nitro group on carbon (four):
SMILES	PPARg SRC1 recr	bIAP inhibitor	TNAP act hi DEA	PPARg SRC2 recr	PPARg SRC3 recr	TNAP inh hi DEA	SRC2 TRFRET art	TNAP inh noacc	Efa HMGR inh	bIAP activator
O=C(NC1CCCCC1)C1CC(=O)N(c2cccc([N+](=O)[O-])c2)C1 (stereo not given)	2	0	1	-12	1	-1	1639	0	2	1
COc1ccc(NS(=O)(=O)c2cc(NC(=O)CC(=O)c3ccc([N+](=O)[O-])cc3)ccc2C)cc1	2	-11	1	3	4	4	1381	2	5	1.1
COc1ccc(/C=N/NC(=O)CCCOc2ccc(Cl)cc2Cl)cc1[N+](=O)[O-]	3	3	1	4	12	0	1592	-3	-9	1
O=[N+]([O-])c1cc(CN2CCN(c3ccccc3)CC2)c(O)c2ncccc12	8	-1	0.9	8	1	13	1664	18	-1	1

Bioassay records as filed in PubChem BioAssay.
